C-LANA FP: KSHV C-LANA DNA binding inhibition; MBP-C-LANA/FAM-LBS DNA binding, fluorescence polarization; AID 504423; inhibition, % at 9 µM; hit rate 0.078% among 340,000;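 active = highest replicate inhibition at or above 60% at 9 µM, even if other replicates fall short; inactive = all replicates below 60% inhibition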;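 also: 0% = neutral control wells and 100% = 4 µM acridine orange control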
Keap1 Nrf2 FP: Keap1-Nrf2 (human) interaction inhibition; Q14145; Keap1 Kelch-Nrf2 peptide fluorescence polarization, 1536-well; inhibition, % at 9.4 µM; hit rate 0.15% among 340,000; in the data active = inhibition above about 12%;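 also: human Keap1 Kelch domain with fluorescein labeled Nrf2 9mer peptide probe; 0% = neutral control wells and 100% = peptide positive control; higher means more block of Keap1 binding to Nrf2 peptide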
Target sequence (Q14145 whole entry, looked up, the tested form may be a part): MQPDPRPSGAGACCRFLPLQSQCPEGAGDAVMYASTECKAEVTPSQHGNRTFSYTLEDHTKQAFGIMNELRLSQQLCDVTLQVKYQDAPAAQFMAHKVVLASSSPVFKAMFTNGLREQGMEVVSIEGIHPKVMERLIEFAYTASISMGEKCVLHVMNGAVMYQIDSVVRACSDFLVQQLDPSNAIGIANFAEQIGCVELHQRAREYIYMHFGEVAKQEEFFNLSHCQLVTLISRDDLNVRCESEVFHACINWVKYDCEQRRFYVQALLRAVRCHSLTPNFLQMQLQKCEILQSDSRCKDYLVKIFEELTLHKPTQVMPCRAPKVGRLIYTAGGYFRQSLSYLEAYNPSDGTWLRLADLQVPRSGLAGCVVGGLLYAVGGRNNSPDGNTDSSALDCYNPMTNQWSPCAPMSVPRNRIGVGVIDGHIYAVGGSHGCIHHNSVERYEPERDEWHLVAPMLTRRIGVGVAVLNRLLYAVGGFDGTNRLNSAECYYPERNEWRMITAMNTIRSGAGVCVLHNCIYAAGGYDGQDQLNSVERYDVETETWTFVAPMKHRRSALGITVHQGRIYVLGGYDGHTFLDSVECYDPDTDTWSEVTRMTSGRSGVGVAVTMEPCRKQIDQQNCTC
DAGLB inh: blocks human DAGLB lipase activity; HEK293T DAGLB membrane lysate, EnzChek fluorogenic substrate; inhibition, % at 5.17 µM; hit rate 0.059% among 340,000; AID 504411; in the data active = inhibition above about 34%;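 also: 0% = enzyme with vehicle and 100% = wells lacking enzyme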
PvdQ acylase: blocks Pseudomonas aeruginosa PvdQ acylase activity; purified PvdQ acylase, fluorescence plate reader; inhibition, % at 10 µM; hit rate 0.063% among 340,000; in the data active = inhibition above about 30%, passing the limit was not always enough;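 also: 0% = vehicle neutral wells and 100% = reference inhibitor wells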
RTF Ca sens inh: cardiac RTF calcium desensitization | IANBD-labeled cardiac RTF, Ca2+ fluorescence | hit rate 0.12% among 340,000 | inhibition, % at 7.15 µM | AID 493244 | P19429+P45379;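 active = inhibition above the mean inhibition of all tested compounds plus 3 SD, cut at about 17% in these data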;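 also: assay run at fixed EC70 calcium of 1.6 mM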
SR-BI DiI-HDL act: SR-BI HDL lipid transfer activation | activation, % at 12.5 µM | CHO ldlA[mSR-BI] cells, DiI-HDL uptake fluorescence, 3 h; 100 = double the neutral-control signal | hit rate 0.096% among 320,000 | AID 504775;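 active = mean replicate activation of at least 60% and every replicate at or above 60%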;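 also: 0% = median plate neutral-control signal and 100% = twice that signal; values of inactives mirror those of a sister screen read the other way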
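Test system: SR-BI-overexpressing, LDLR-lacking CHO cells. Measured by: DiI fluorescence, bottom read. Medium: Ham's F12 with 0.5% BSA, HEPES 25 mM, pH 7.4. Timing: 3 h uptake period with compound, 37 °C.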
SR-BI HDL uptake: inhibitors of mouse SR-BI mediated HDL lipid uptake; Q61009; ldlA[mSR-BI] CHO cells, DiI-HDL uptake fluorescence, 3 h; inhibition, % at 12.5 µM; hit rate 0.96% among 320,000;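 active = mean replicate inhibition of at least 70% and a set share of replicates each scoring 70 or more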;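 also: 0% = median of neutral control wells and 100% = median of positive control wells; values of inactives mirror those of a sister screen read the other way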
NSD2 HMT inh: inhibitors of human histone methyltransferase NSD2; NSD2 peptide methylation, AlphaScreen, 120 min; inhibition, % at 12.5 µM; hit rate 0.54% among 310,000; AID 743445; in the data active = inhibition above about 50%
PKA-R2B act: PKA-R2B complex activation; AID 504700; hit rate 0.079% among 340,000; P22694+P31323; PKA-R2B holoenzyme dissociation, Cy5-IP20 fluorescence polarization; R2B truncated from residue 108, S112A mutant; 0% DMSO only, 100% 113 µM cGMP; activation, % at 11.4 µM;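 active = activation above a cutoff set at the mean over all compounds plus 3 SD, cut at about 18% in these data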;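 also: higher means more holoenzyme dissociation and a rise in polarization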
Target sequence (P31323 whole entry, looked up, other chains not shown, the tested form may be a part): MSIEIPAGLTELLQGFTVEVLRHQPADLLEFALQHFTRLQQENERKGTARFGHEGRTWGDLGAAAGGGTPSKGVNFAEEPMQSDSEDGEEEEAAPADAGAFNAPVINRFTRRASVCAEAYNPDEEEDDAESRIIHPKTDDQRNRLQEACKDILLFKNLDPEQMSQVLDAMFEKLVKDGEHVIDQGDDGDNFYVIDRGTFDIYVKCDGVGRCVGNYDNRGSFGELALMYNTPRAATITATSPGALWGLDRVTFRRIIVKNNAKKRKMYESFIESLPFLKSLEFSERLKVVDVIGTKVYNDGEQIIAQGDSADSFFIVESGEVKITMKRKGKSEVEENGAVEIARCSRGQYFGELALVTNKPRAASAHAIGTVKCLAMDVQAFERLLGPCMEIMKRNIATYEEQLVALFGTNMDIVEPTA
Arrestin-AP2 inh: blocks beta-arrestin peptide binding to AP2 adaptin. FITC-arrestin peptide / GST-AP2 beads, flow cytometry; AP2 beta2 appendage carries R879A mutation. inhibition, % at 10 µM. hit rate 0.31% among 340,000. AID 504490;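 active = inhibition above a set limit, near 3 SD of compounds lacking own fluorescence, cut at about 54% in these data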;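 also: plate controls were DMSO wells for no effect and 5 µM unlabelled arrestin peptide for full effect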
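Test system: GST-tagged AP2 beta2-adaptin appendage (R879A) on 4 µm glutathione beads; also added: fluorescein-tagged arrestin peptide at 50 nM final; timing: 12 min plus 1 h, RT; signal: flow cytometry, FL1 (488/535 nm); read-out: percent drop in bead-associated FITC signal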
* hit, by the source's call; · = no result given.

SMILES	C-LANA FP	Keap1 Nrf2 FP	DAGLB inh	PvdQ acylase	RTF Ca sens inh	SR-BI DiI-HDL act	SR-BI HDL uptake	NSD2 HMT inh	PKA-R2B act	Arrestin-AP2 inh
Cc1cc(NC(=O)c2c(-c3ccccc3Cl)noc2C)no1	-1.1	2	1	-6	0	5	-5	·	10	-2
O=C(Cc1nnc(NC(=O)c2ccccc2)s1)N/N=C/c1ccco1	2.3	2	4	-4	-14	-10	10	-1	-8	1
COc1ccc(Oc2ccc(S(=O)(=O)N3CCCCC3)cc2S(=O)(=O)N2CCCCC2)cc1	-0.7	-7	-4	-7	-7	-7	7	-2	-3	5
COc1ccc(OC)c(NC(=O)CSc2nnc(CNc3ccc(C)cc3C)o2)c1	-0.5	-6	0	-4	-10	-1	1	-2	-2	14
Cc1nc(N2CCC(C)CC2)c2c(C)c(C(=O)Nc3cc(F)ccc3C)sc2n1	0.5	4	-14	-9	-24	-69	69	·	6	-3
NC(=O)CSc1nccn1Cc1ccc2c(c1)OCO2	-12	4	-2	-5	-4	17	-17	-4	10	34
O=C(NCc1n[nH]c(=O)c2ccccc12)C1CC(=O)N(c2ccc(Cl)cc2)C1 (stereo not drawn)	1.1	3	2	-15	-6	2	-2	2	12	-9
CCOc1ccc(N(CC(=O)NCCSCc2ccccc2)S(=O)(=O)c2ccccc2)cc1	-0.8	5	-5	-15	-8	-2	2	-1	-1	-6
CN(C)NC(=O)c1ccsc1NC(=O)c1ccc(S(=O)(=O)N2CCCC2)cc1	1.0	-1	0	1	6	1	-1	·	-5	8
COc1ccc(C2CC(c3ccc4ccccc4c3OC(C)=O)=NN2C(=O)/C=C/c2ccccc2)cc1 (stereo not drawn)	-0.4	-1	-4	-7	-8	-28	28	-1	-5	-5
Cc1cc(-c2n[nH]c(=S)n2/N=C/c2ccc(C)s2)n[nH]1	0.8	2	1	-7	1	9	-9	4	-15	-1
COc1ccc(OC)c(/C=C2\SC(=S)N(N3CCOCC3)C2=O)c1	1.0	5	2	12	-4	-16	16	1	2	-7
CCN(CC(=O)Nc1ccc([N+](=O)[O-])cc1OC)c1ccccc1	-0.1	-2	-7	-8	-15	-43	43	0	-13	7
CCN(CC)CCNC(=O)c1cc2c(=O)n(CC)c3ccccc3c2s1	-2.9	-5	-1	-21	-6	-54	54	24	9	8
CCCc1nnc(NC(=O)c2nc(S(=O)(=O)Cc3cccc(C)c3)ncc2Cl)s1	1.6	0	6	2	7	15	-15	2	-8	3
CCOC(=O)C1CCN(C(=O)CCc2nnc3ccc(NCCCN4CCCC4=O)nn23)CC1	-1.1	-9	-1	-14	-5	10	-10	0	9	2
CCCc1nc2c(sc3nc4c(cc32)COC(C)(C)C4)c(=O)n1Cc1ccco1	0.4	-7	2	-8	-5	-38	38	2	-12	5
CCS(=O)(=O)N1Cc2ccccc2CC1C(=O)Nc1cccc(C)c1 (stereo not drawn)	1.3	-1	2	2	-5	-19	19	-1	2	-15
Cc1ccc(N2CC(C(=O)Nc3ccccc3C(=O)N3CCOCC3)CC2=O)cc1 (stereo not drawn)	1.1	-5	0	-3	-7	20	-20	-2	-3	31
CCN(CC)S(=O)(=O)c1ccc2[nH]cc(C(=O)NCCC3=CCCCC3)c(=O)c2c1	2.1	4	1	-14	8	-19	19	-11	-7	7
O=C(OCc1ccc(Cl)cc1)c1ccccc1C(=O)c1ccccc1	2.1	-1	-10	7	-2	1	-1	-1	-13	15
Cc1ccccc1NC(=O)COC(=O)Cc1ccsc1	-1.2	-3	-1	-9	-23	24	-24	1	8	·
C/C(=N\NC(N)=S)c1ccccc1	-1.3	1	-1	-1	1	-86	86*	-3	-9	40
Cc1cccc(C(=O)Nc2c(C#N)c(C)c(C)n2Cc2ccccc2)c1	0.2	4	0	-6	-4	-21	21	1	3	26
COc1ccc2c(c1)[C@@H]1[C@H](CO2)[C@H](c2ccccc2)[C@]2(C)C(=O)Nc3ccc(C)cc3C(=O)N12	-1.9	-4	3	-17	-10	2	-2	·	-4	-1
O=C(COc1cccnc1[N+](=O)[O-])Nc1ccc(S(=O)(=O)N2CCOCC2)cc1	0.0	5	0	0	4	9	-9	0	-9	-7
C[C@H]1C=C(C(=O)NC2CC2)O[C@@H](OCc2ccc(CO)cc2)C1	0.1	2	0	-9	-6	6	-6	·	0	-4
Cc1ccc2c(c1)C(=O)C(=O)N2CC1COc2ccccc2O1 (stereo not drawn)	-1.3	-3	-6	-15	0	-9	9	12	-4	1
COC(=O)c1sc(NC(=O)COC(=O)C2CCC2)c(C(=O)OC)c1C	0.1	-3	-16	-10	-5	-12	12	-2	-9	-6
O=C(CSc1nnnn1-c1ccccc1)NCCCN1CCCC1=O	2.0	-3	0	7	4	23	-23	-2	2	28
Clc1ncnc2scc(-c3ccccc3)c12	1.7	-1	-5	-8	1	5	-5	-1	-6	-5
CN=C1SC(CC(=O)Nc2cc(Cl)ccc2Cl)C(=O)N1C (stereo not drawn)	0.4	-9	-4	-14	-8	-40	40	0	-11	2
Cc1ccc(S(=O)(=O)N(Cc2cc3cc4c(cc3[nH]c2=O)OCCO4)CC2CCCO2)cc1 (stereo not drawn)	-0.3	-5	0	-6	-6	5	-5	-2	-5	-6
COc1ccc(C2C(C(=O)Nc3ccccc3OC)=C(C)Nc3nnnn32)c(OC)c1 (stereo not drawn)	-1.6	-10	-1	-22	9	5	-5	3	-8	-4
COc1cccc(C2c3c(-c4cc(Cl)c(C)cc4O)n[nH]c3C(=O)N2Cc2cccnc2)c1 (stereo not drawn)	1.4	-7	8	-12	4	26	-26	3	-14	9
CCc1cccc(C)c1NC(=O)C1CN(S(=O)(=O)c2ccccc2)CCN1S(=O)(=O)c1ccccc1 (stereo not drawn)	1.1	1	-1	-13	-8	·	·	-3	4	0
CC(=O)N1CCc2cc(S(=O)(=O)NCCC(=O)NCCc3ccc(Cl)cc3)ccc21	1.2	-1	3	-9	0	-6	6	1	-6	2
COc1ccc(NC(=O)C(c2ccc(Cl)cc2)C(C)C)cn1 (stereo not drawn)	3.0	0	-2	-15	-12	11	-11	-4	-3	-8
Cc1ccccc1CSCCC(=O)NCCc1ccccc1	1.2	5	-1	22	11	24	-24	-3	-7	10
COc1cc2c(cc1NC(=O)c1cccc(Br)c1)CCCC2	-1.1	1	-26	-11	-8	-73	73*	·	13	7
Cc1c(C(=O)O)cccc1-n1c(C)cc(/C=C(/C#N)C(=O)NCc2ccccc2)c1C	1.5	1	·	9	·	17	-17	-2	·	28
COC(=O)CSc1nc(N)c(C#N)c(CC(C)C)c1C#N	-1.7	7	-6	3	11	33	-33	·	-11	6
O=C(Cc1ccc(Cl)cc1)Nc1ccccc1C(=O)N1CCCCC1	-1.1	0	-2	-13	-5	11	-11	-2	-14	-12
O=C(Nc1ccc(Br)cc1)C1OCCc2ccccc21 (stereo not drawn)	-0.8	-3	-6	-3	-8	·	·	0	-1	-4
CN(/N=C/c1ccccc1Cl)c1ncc(Cl)cc1C(F)(F)F	1.5	8	-4	-10	5	-15	15	13	6	-7
O=C(COC(=O)c1cccnc1Cl)NC12CC3CC(CC(C3)C1)C2	1.3	-1	-1	-16	0	5	-5	-4	-8	9
Cc1cc(NCCCCO)n2c(nc3ccccc32)c1C#N	1.5	-3	0	7	8	22	-22	0	0	25
COc1ccc(NC(=O)c2ccccc2NC(=O)c2cccs2)cc1	-0.1	-1	-5	10	-11	-47	47	0	-7	-4
Cc1oc(-c2ccc(F)cc2)nc1CN(Cc1ccccn1)CC1CCCO1 (stereo not drawn)	2.5	2	-3	9	6	3	-3	12	-2	37
Cc1ccccc1NC(=S)N(CCCN1CCC(C)CC1)Cc1ccco1	1.7	-2	0	2	4	-11	11	0	5	24

Structures listed above marked active in SR-BI HDL uptake:
canonical_smiles | C-LANA FP | Keap1 Nrf2 FP | DAGLB inh | PvdQ acylase | SR-BI DiI-HDL act | SR-BI HDL uptake | NSD2 HMT inh | PKA-R2B act | Arrestin-AP2 inh
C/C(=N\NC(N)=S)c1ccccc1 | -1.3 | 1 | -1 | -1 | -86 | 86* | -3 | -9 | 40
COc1cc2c(cc1NC(=O)c1cccc(Br)c1)CCCC2 | -1.1 | 1 | -26 | -11 | -73 | 73* | · | 13 | 7

(list continues)
SMILES	C-LANA FP	Keap1 Nrf2 FP	DAGLB inh	PvdQ acylase	RTF Ca sens inh	SR-BI DiI-HDL act	SR-BI HDL uptake	NSD2 HMT inh	PKA-R2B act	Arrestin-AP2 inh
CCOc1ccc2c(c1)-c1c(ssc1=S)C(C)(C)N2	0.1	3	39*	4	-1	-64	64	38	-4	10
O=C(C1CCCN(S(=O)(=O)c2ccccc2[N+](=O)[O-])C1)N1CCN(c2ccccc2)CC1 (stereo not drawn)	0.2	-2	3	-2	-1	23	-23	-3	-6	3
O=C(CCC(=O)N1CCOc2ccccc21)N1CCOCC1	0.9	-1	0	3	2	6	-6	·	3	18
C#Cc1ccc([C@@H]2C=C(C(=O)Nc3ccccc3)O[C@H](OCC)[C@H]2CCCO)cc1	-2.9	-5	-3	-9	8	-20	20	·	-15	3
O=C(OCc1nnc(-c2ccccc2)o1)c1ccc2c(c1)OCCO2	0.6	-6	-8	-11	-3	·	·	0	-5	-3
COc1ccccc1NC(=O)c1ccc(-c2nn(C)c(=O)c3ccccc23)cc1	-0.6	-3	0	-7	-3	-22	22	-4	0	19
CCOCC(=O)Nc1cc([N+](=O)[O-])ccc1C	1.2	-1	-1	6	4	8	-8	-3	7	32
O=C(COC(=O)c1ccc(NS(=O)(=O)c2cccs2)cc1O)Nc1ccc(F)cc1	1.5	-3	4	-5	-3	-17	17	-2	-4	4
Cc1cccc(-c2nc(CS(=O)CC(=O)NC3CCCC3)c(C)o2)c1 (stereo not drawn)	0.1	4	-2	3	-5	22	-22	·	-4	0
CN(C)/C=C(/C(=O)c1ccc(Cl)cc1)S(=O)(=O)c1ccccc1	0.6	-1	0	3	4	19	-19	0	-2	14

Structures above that have bromine (2):
SMILES	C-LANA FP	Keap1 Nrf2 FP	DAGLB inh	PvdQ acylase	RTF Ca sens inh	SR-BI DiI-HDL act	SR-BI HDL uptake	NSD2 HMT inh	PKA-R2B act	Arrestin-AP2 inh
COc1cc2c(cc1NC(=O)c1cccc(Br)c1)CCCC2	-1.1	1	-26	-11	-8	-73	73*	·	13	7
O=C(Nc1ccc(Br)cc1)C1OCCc2ccccc21 (stereo not drawn)	-0.8	-3	-6	-3	-8	·	·	0	-1	-4

(list continues)
SMILES	C-LANA FP	Keap1 Nrf2 FP	DAGLB inh	PvdQ acylase	RTF Ca sens inh	SR-BI DiI-HDL act	SR-BI HDL uptake	NSD2 HMT inh	PKA-R2B act	Arrestin-AP2 inh
CCN1CCN(CCC(=O)Nc2ccc(Br)cc2)CC1	-1.1	-7	-1	5	1	-1	1	5	5	14
COc1ccc2[nH]c3c(=O)n(Cc4ccco4)cnc3c2c1	0.8	-2	2	-7	-2	-11	11	·	-1	8
C=CCN(c1ccccc1)S(=O)(=O)c1cccc(C(=O)NNC(=O)c2ccccc2O)c1	0.6	0	8	-3	6	-87	87*	5	-3	3
COc1ccc(/C(O)=C2/C(=O)C(=O)N(CCN3CCOCC3)C2c2ccccn2)cc1 (stereo not drawn)	0.2	-14	-1	12	-8	46	-46	-1	-18	7

High-throughput results (PubChem BioAssay)
